# Bioassay records as filed in PubChem BioAssay.
# Lipid storage S3: qHTS Assay for Lipid Storage Modulators in Drosophila S3 Cells | Drosophila S3 cells, BODIPY lipid droplet fluorescence, 18-24 h; cells fed with added oleic acid | lipid storage change, negative = inhibition, % at the top dose, mostly 46.1 µM; hits show Potency in µM | actives 0.64% (n = 320,000); active = well fitted inhibition curve with a large enough effect in the signal ratio, with a control signal flat, not every such curve was filed as active; inconclusive = small, poorly fitted or top-dose-only effect, or effect the other way, or a change in a side signal; the % refers to the signal ratio
#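 Laser-scanning cytometry quantifies lipid droplet accumulation (500–530 nm total intensity; droplet/cell object ratio) in oleic acid-fed (400 uM added) Drosophila S3 cells treated with a concentration series. 20 uM Triacsin C defined 100% inhibition.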
# Lipid storage S3 cell count max: further read-out of Lipid storage S3, marked with its call; cell number change, %; measured here: cell count max response;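 cells counted by Cell Tracker Red CMTPX staining in the red channel; peak over a dose series mostly up to 46.1 µM; percent activity relative to internal control wells on each plate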
# * hit, by the source's call; i = inactive; ? = inconclusive; / = not tested or not shown; & = joins results of further samples. % is scaled to controls: 0 for no effect and ±100 for the full control effect; potency is read from the fitted curve at half-maximal effect. Only part of the results is shown; count on the stated rates, not on these rows.
SMILES,Lipid storage S3,Lipid storage S3 cell count max
O=c1[nH]c(SCc2ccccc2Cl)nc2c1CCC2,?,/
Cc1cc(C)n(-c2nc(NCCCO)c3c4c(sc3n2)CCCC4)n1,?,/
Cc1[nH]c(=O)[nH]c(=O)c1/C=C/C(=O)OCC(C)C,12.4%,2.1
CCCc1nnc(NC(=O)CSc2nnc(-c3ccco3)n2C)s1,?,/
CSc1oc(-c2ccccc2)nc1S(=O)(=O)c1ccc(F)cc1,5.7%,-26.0
CCOC(=O)CNC(=O)Cc1ccc(Cl)cc1,-13.2%,6.7
CCCOC(=O)c1c(NC(=O)/C=C/c2cnn(C)c2C)sc(C(=O)OC)c1C,10.0%,-1.9
CCOC(=O)c1ccc(-n2c(C)nc3ccc(Br)cc3c2=O)cc1,9.2%,-16.6
Cc1cccc(N2CCN(S(=O)(=O)c3ccc4c(c3)CCC(=O)N4)CC2C)c1 (centres undefined),i,/
CCc1nc(N)c(C#N)c(-c2ccco2)c1C,-2.6%,21.7
COc1ccc(CCn2c(C)nc3c(c(=O)c4ccccc4n3C)c2=O)cc1,?,/
Cn1c(C(=O)NCCN2CCOCC2)cc2c(=O)n(C)c3ccccc3c21,?,/
Cc1[nH]nc(SCC(=O)N2CCCCCC2)c1[N+](=O)[O-],?,/
CCCS(=O)(=O)c1nc(S(=O)(=O)c2ccc(C)cc2)c(NCc2ccccn2)s1,7.3%,3.3
CN(Cc1c(F)cccc1Cl)c1nnnn1-c1ccccc1,i,/
COc1ccccc1Nc1nc(N)nc(CSC(=S)N2CCCCC2C)n1 (centres undefined),?,/
Cc1c(C(=O)Nc2ccccn2)oc2c(Cl)cccc12,?,/
Cc1ccc2nc(SCC(=O)NCc3ccc(F)cc3)nc(=O)n2c1,?,/
COc1cccc(C2=NOC(C(=O)Nc3cc(OC)c(OC)c(OC)c3)C2)c1 (centres undefined),?,/
CCC1(CC)Nc2ccccc2C(=O)N1c1ccc(OC)cc1,-10.9%,-4.4

# Retrieved by compound from the entries so far, four records:
SMILES,Lipid storage S3,Lipid storage S3 cell count max
CCCOC(=O)c1c(NC(=O)/C=C/c2cnn(C)c2C)sc(C(=O)OC)c1C,10.0%,-1.9
Cc1cc(C)n(-c2nc(NCCCO)c3c4c(sc3n2)CCCC4)n1,?,/
CCCS(=O)(=O)c1nc(S(=O)(=O)c2ccc(C)cc2)c(NCc2ccccn2)s1,7.3%,3.3
Cn1c(C(=O)NCCN2CCOCC2)cc2c(=O)n(C)c3ccccc3c21,?,/

# (next part)
SMILES,Lipid storage S3,Lipid storage S3 cell count max
COc1cccc2[nH]c3c(N4CCC(C)CC4)ncnc3c12,-10.7%,/
COc1ccc(Br)cc1[C@H]1[C@H]2C=CC[C@@H](C)[C@@H]2C(=O)N1Cc1ccccc1,?,/
CCOC(=O)c1c(NC(=S)N2CCOCC2)sc(C)c1C,8.3%,11.8
CCOC(=O)Cc1nn[nH]n1,-6.1%,0.2
O=C(NC1CCCCC1)C1CCN(S(=O)(=O)c2cccs2)CC1,13.6%,13.1
O=C(Cc1cccc2ccccc12)NCC1CCCO1 (centres undefined),9.0%,-6.0
CCCc1ccc(OCc2ccc(C(=O)N/N=C/c3cccnc3)o2)cc1,i,-3.7
COc1ccc(C(=O)NCCSCc2ccccc2)cc1OC,4.3%,11.0
CC1Oc2ccccc2OC1C(=O)Nc1ccccn1 (centres undefined),13.2%,-13.7
CCN(C(=O)COC(=O)/C=C/c1cccc(Cl)c1)c1c(N)n(Cc2ccccc2)c(=O)[nH]c1=O,2.3%,-8.0
COc1ccccc1-c1noc(CCC(=O)Nc2cc(C(F)(F)F)ccc2Cl)n1,?,/
CCOC(=O)n1c(=O)[nH]c2ccc(Br)cc21,?,/
Oc1ccc(C[C@@H]2CNCCN2CCCCC2CCCCC2)cc1,?,/
CCOC(=O)c1ccc(-c2cc(C)no2)[nH]1,0.0%,16.3
C1CCN=C(NC23CC4CC(CC(C4)C2)C3)CC1,-0.4%,-22.7
Cc1ccccc1NC(=O)Cn1cccc1,?,/
O=C(O)c1cc(NCc2ccccc2)ccc1N1CCOCC1,-0.5%,5.7
COc1c(C)cc(S(=O)(=O)NCCN2CCOCC2)c(C)c1C,?,/
CN(C1CCS(=O)(=O)C1)S(=O)(=O)c1ccccc1 (centres undefined),?,/
O=C(O)CC(CC(=O)O)c1ccsc1,?,/
Nc1ccccc1S(=O)(=O)C(F)F,0.2%,13.4
CCCCOC(=O)C1[C@H]2C(=O)N(c3ccccc3CC)C[C@]23C=C[C@H]1O3 (some centres undefined),?,/
CCCCCCn1cnc2c(oc3nc4c(cc32)CCCC4)c1=O,-2.9%,3.5
CCC(C)(C)NC(=O)C(C(C)C)N(CC1CCCO1)C(=O)CNS(=O)(=O)c1ccccc1 (centres undefined),?,/
CC(C)CCNC(=O)CCCCn1c(=O)[nH]c2ccsc2c1=O,-3.1%,29.4
Cc1ccc(C(CNS(=O)(=O)c2ccc(F)cc2C)N2CCN(C)CC2)cc1 (centres undefined),i,/
C/C(=N/NC(=O)CNC(=O)Cc1ccccc1)c1ccc(Cl)cc1,8.9%,-2.6
CN(Cc1ccccc1)C(=O)COc1cc(=O)n(C)c2ccccc12,?,/
COCCCN1C(=O)c2ccc(C(=O)N3CCN(c4ccc(OC)cc4)CC3)cc2C1=O,?,/
O=C(CN(Cc1ccccc1)S(=O)(=O)c1ccc(F)cc1)NCCC1=CCCCC1,-5.5%,15.6
COc1cccc(-n2c(=O)c3c(C)c(C(=O)N(C)C)sc3n(CC(=O)NCC3CCCO3)c2=O)c1 (centres undefined),-3.0%,-0.5
O=C(N/N=C/c1ccc(F)cc1)c1cc(-c2ccc3c(c2)OCO3)n[nH]1,19.1%,-9.7
CCc1ccccc1NC(=S)N1CCNC(=O)C1CC(=O)OC (centres undefined),i,/
COc1ccccc1/C(C)=N/Oc1cc(N)cc([N+](=O)[O-])c1,?,/
O=C(Cc1csc(N2CCOCC2)n1)N/N=C/c1ccc(Cl)cc1Cl,?,/
COc1ccc(NC(=O)c2cc(-c3ccc(C)o3)nc3ccccc23)cc1OC,?,/
Cc1cc(NC(=O)CSc2nnc(-c3ccncc3)n2C)n(-c2ccccc2)n1,?,/
Cc1ccc2oc(=O)c3cc(C(=O)NCCCN4CCN(C)CC4)sc3c2c1,?,/
CN1OC(COC(=O)c2ccc(Cl)cc2)CC1c1ccccc1 (centres undefined),24.1%,-21.8
CCCCc1ccc(S(N)(=O)=O)cc1,-1.0%,-8.0
CCc1ccc(OCC(=O)NNC(=O)CSc2nnc(-c3ccc(C)cc3)n2C)cc1,-6.6%,-13.2
N#Cc1c(NC(=O)c2ccc(-c3ccccc3[N+](=O)[O-])o2)sc2c1CCCC2,-11.8%,-18.1
O=S(=O)(c1ccc(-c2ccccn2)s1)N1CCC2(CC1)OCCO2,?,/
COc1ccccc1Nc1nc(NCCCN(C)C)nc(N)c1[N+](=O)[O-],-9.9%,-14.3
CCOC(=O)Cc1csc(SCC(=O)Nc2oc(C)c3c(C)n[nH]c(=O)c23)n1,?,/
COc1cccc(CNc2ccc(S(N)(=O)=O)cc2)c1OC,?,/
COc1ccc(C2NCCc3c2[nH]c2ccccc32)cc1CN1CCc2cc(OC)c(OC)cc2C1C (centres undefined),?,/
CC1CCN(c2ccc(C=O)o2)CC1,25.1%,2.5
O=C(NCc1ccccc1)c1ccc(CNc2c(N3CCCC3)c(=O)c2=O)cc1,?,/
COc1ccc(Nc2ncnc3nc[nH]c23)cc1OC,?,/
O=C1CC(c2ccccc2)CC(=O)C1CS(=O)(=O)c1ccccc1 (centres undefined),7.3%,/
O=C(CCc1ccccc1)Nc1nn[nH]n1,?,/
COc1cc(CC(=O)N2CCC(n3nccc3NC(=O)C3CC3)CC2)cc(OC)c1OC,-14.1%,8.0
COCCNC(=O)c1cc2cc(Br)cc(Br)c2oc1=O,-3.9%,-14.9
COc1ccc(C(C)=O)cc1CSc1nnnn1-c1ccc(O)cc1,-4.4%,-15.6
COc1ccccc1NC(=O)NCc1ccc2c(c1)OCO2,i,/
Cc1nc2ncnn2c(C)c1CCC(=O)NCc1ccc2c(c1)OCO2,?,/
Cc1ccc(S(=O)(=O)N(C)C)cc1NC(=O)c1cc(C(C)(C)C)nn1Cc1ccccc1,?,/
CCOc1ccc(-n2c(C)nc3cc(C(=O)NCC4CCCO4)ccc32)cc1 (centres undefined),?,/
COC(=O)c1c(NC(=O)c2ccc(C)o2)sc2c1CCCCC2,?,/

# 5 structures from above, sorted by length of the SMILES, highest first:
SMILES,Lipid storage S3,Lipid storage S3 cell count max
COc1ccc(C2NCCc3c2[nH]c2ccccc32)cc1CN1CCc2cc(OC)c(OC)cc2C1C (centres undefined),?,/
N#Cc1c(NC(=O)c2ccc(-c3ccccc3[N+](=O)[O-])o2)sc2c1CCCC2,-11.8%,-18.1
Cc1nc2ncnn2c(C)c1CCC(=O)NCc1ccc2c(c1)OCO2,?,/
O=C(CCc1ccccc1)Nc1nn[nH]n1,?,/
CC1CCN(c2ccc(C=O)o2)CC1,25.1%,2.5

# Carrying on:
SMILES,Lipid storage S3,Lipid storage S3 cell count max
Cc1noc(C)c1C(=O)Nc1ccc(S(=O)(=O)N2CCC(C)CC2)cc1,i,-14.0
Cc1ccc(S(=O)(=O)/C(C#N)=C/c2c(N3CCOCC3)nc3c(C)cccn3c2=O)cc1,?,/
Cc1ccc(OCCC(=O)Nc2ccccc2C(=O)N2CCCCC2)cc1,?,/
Cc1cccc(NC(=O)/C(C#N)=C\c2cccnc2)c1,?,/
O=C(Nc1cccc(F)c1)C1CCN(C(=O)c2ccco2)CC1,i,21.0
COc1ccc2[nH]cc(C=O)c2c1,-7.5%,-10.4
N#Cc1c(C#N)c(-c2ccccc2)n(-c2ccc(C(=O)O)cc2)c1N,?,/
Cc1nn(-c2cc(Cl)ccc2Cl)c(C)c1C(=O)O,14.8%,/
COc1cc(/C=C2\C(=O)NN(c3ccccc3)C2=O)cc([N+](=O)[O-])c1O,-5.4%,3.4
O=C(O)C(O)c1ccccc1 (centres undefined),-2.8%&4.8%,-17.0&-9.0
Cc1ccc(N2CCN(c3ccc(NCc4nc5ccccc5n4C)cc3)CC2)cc1,?,/
CN(CC(=O)Nc1cccc(F)c1)C(=O)CCSc1ccc(F)cc1,?,/
CCc1ccc2nc3n[nH]c(N)c3cc2c1,?,/
O=C(c1cncc(Br)c1)N1CCN(S(=O)(=O)c2ccccc2C(F)(F)F)CC1,13.2%,/
COc1ccc(C[C@H](N)C(=O)N[C@H]2[C@@H](O)[C@H](n3cnc4c(N(C)C)ncnc43)O[C@@H]2CO)cc1,?,/
CCOc1ccc(N2C(=O)C(Cl)=C(Nc3ccccc3O)C2=O)cc1,?,/
CCn1c(SCC(=O)NC(C)C)nnc1-c1cccs1,?,/
Cc1cccc(C(C)C)c1NC(=O)COC(=O)CNS(=O)(=O)c1ccccc1,?,/
CCN(CC(=O)NC(=O)NCc1ccccc1)Cc1nc2ccccc2c(=O)[nH]1,?,/
Cc1ccc(-n2cc(CN3CCN(Cc4nccn4C)CC3)c(-c3cccc(C)c3)n2)cc1,11.6%,-1.2

# Compound profiles (already shown).
# `Cc1nn(-c2cc(Cl)ccc2Cl)c(C)c1C(=O)O` is listed with Lipid storage S3: 14.8%; Lipid storage S3 cell count max: /
# `O=c1[nH]c(SCc2ccccc2Cl)nc2c1CCC2` is listed with Lipid storage S3: ?; Lipid storage S3 cell count max: /

# More entries follow.
SMILES,Lipid storage S3,Lipid storage S3 cell count max
COc1ccccc1/C=C/C=N/n1c(-c2ccc(F)cc2)n[nH]c1=S,1.3%,1.1
C/C(=N\Nc1c([N+](=O)[O-])c(C)nn1C)c1ccc(F)cc1F,1.1%,4.6
COc1ccc(Cl)cc1NC(=S)NCc1cccnc1,?,/
On1nnc2c3ccccc3c3ccccc3c21,15.7%,-0.8
CCOC(=O)N1CCN(C(=O)c2cc(-c3ccc(OCC)cc3)nc3ccccc23)CC1,4.3%,-22.6
COCCNC(=O)c1cc(-c2cccs2)on1,i,/
COc1ccc(C(F)(F)F)cc1N/C=C/c1nnnn1-c1ccc(C)cc1,1.7%,7.2
COc1cccc(-c2cc(C(F)(F)F)nc(N3CCCCC3)n2)c1,11.2%,9.1
Cc1ccc(NC(=O)CN2c3cccc4cccc(c34)S2(=O)=O)cc1S(=O)(=O)N1CCOCC1,23.0%,-2.2
Cn1c(Cc2cccc3ccccc23)nnc1SCC(=O)N1CCN(c2cccc(Cl)c2)CC1,?,/
COc1ccccc1NCc1cc(=O)oc2c(C)c(O)ccc12,?,/
CCOC(=O)c1c(C)[nH]c(C(=O)OCC(=O)N(CC(C)C)c2c(N)n(Cc3ccccc3)c(=O)[nH]c2=O)c1C,?,/
CC(C)Cn1c(N)c(C(=O)COC(=O)c2ccc3c(c2)OCCO3)c(=O)n(C)c1=O,?,/
O=[N+]([O-])c1ccc(Cl)c(/C=N/n2c(COc3ccccc3)n[nH]c2=S)c1,0.0%,14.2
CC(=O)c1c(C)n(CC(=O)NCc2ccc3c(c2)OCO3)c2ccccc12,i,/
Cc1ccc(C)c(NC(=O)C(=O)NCC2CCCN2S(=O)(=O)c2cccs2)c1 (centres undefined),?,/
O=C(c1ccc(Cl)cc1)C1CCN(CC(=O)N2CCCCC2)CC1,-8.4%,13.3
CSc1ccc(CNC(=O)c2c(C)noc2C)s1,6.9%,/
CCCCN(C)c1ccc([N+](=O)[O-])cc1,-2.7%,27.0
CCCOc1ccc(C(CC(=O)O)NC(=O)c2ccc3c(c2)OCO3)cc1 (centres undefined),-2.6%,-0.4
Cc1cc(C)c[n+](C(C)C(=O)c2ccc(-c3ccccc3)cc2)c1 (centres undefined),?,/
CCCCn1c(SCc2ncc(-c3ccccc3)o2)nc2cc(S(N)(=O)=O)ccc21,-8.0%,/
